High-throughput results as filed in PubChem.
FLuc modulator: qHTS profiling assay for firefly luciferase inhibitor/activator using purifed enzyme and Km concentrations of substrates (counterscreen for miR-21 project). Luciferin 4-monooxygenase (Photinus pyralis), P08659. purified FLuc, Km substrates, luminescence inhibition. Potency, µM (titrated, usually from 57.5 µM), for the others: at the top dose activity change, negative = inhibition, usual class: inhibitors. actives 6.9% (n = 360,000). AID 588342, 2011;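 also: potency is read from the fitted curve at half-maximal effect; plate controls were vehicle for no effect and reference inhibitor for full effect; nearly all actives have a fitted effect of over 55% in size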
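Biochemical qHTS of compounds, final roughly 60 µM downward over six points, against 10 nM purified firefly luciferase using Km concentrations of substrates (10 uM D-luciferin, 10 uM ATP) in Tris acetate pH 7.5 buffer; luminescence output.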
p53 reactivation: qHTS assay for re-activators of p53 using a Luc reporter | H1299 p53-A138V BP100-luciferase reporter, luminescence, 24 h | Potency, µM (highest dose often 92.2 µM), for the others: top-dose activity change, positive = activation, usual class: activators | actives 0.063% (n = 320,000) | AID 504706, 2011; also: potency is read from the fitted curve at half-maximal effect; % of control where 0% means no effect; nearly all actives have a fitted effect of over 45% in size
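p53-null H1299 cells stably carrying temperature-sensitive p53-A138V and a BP100-luciferase reporter were pinned with compounds (4-point, 1:5 series) and held 24 hrs at 37 deg C. Luminescence was read 10 min after detection reagent.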
Menin-MLL TR inh: qHTS Assay for Inhibitors Targeting the Menin-MLL Interaction in MLL Related Leukemias: Competition With Texas Red Labeled MLL-derived Mutant Peptide; Menin + Texas Red MLL mutant peptide, fluorescence polarization; AID 1768, 2009; O00255; actives 0.23% (n = 270,000); Potency, µM (titrated, usually from 61.6 µM), without a hit: at the top dose FP activity change, negative = inhibition, hits mostly inhibitors; active = well fitted inhibition curve with a large enough effect in the polarisation, with a control signal flat, not every such curve was filed as active; inconclusive = small, poorly fitted or top-dose-only effect, or effect the other way, or a change in a side signal; inactive = no such curve, though single readings can be large or run the other way; the % refers to the polarisation; also: potency is read from the fitted curve at half-maximal effect; % of control where 0% means no effect; many of its hits are not listed in these tables
Target sequence (O00255 whole entry, looked up): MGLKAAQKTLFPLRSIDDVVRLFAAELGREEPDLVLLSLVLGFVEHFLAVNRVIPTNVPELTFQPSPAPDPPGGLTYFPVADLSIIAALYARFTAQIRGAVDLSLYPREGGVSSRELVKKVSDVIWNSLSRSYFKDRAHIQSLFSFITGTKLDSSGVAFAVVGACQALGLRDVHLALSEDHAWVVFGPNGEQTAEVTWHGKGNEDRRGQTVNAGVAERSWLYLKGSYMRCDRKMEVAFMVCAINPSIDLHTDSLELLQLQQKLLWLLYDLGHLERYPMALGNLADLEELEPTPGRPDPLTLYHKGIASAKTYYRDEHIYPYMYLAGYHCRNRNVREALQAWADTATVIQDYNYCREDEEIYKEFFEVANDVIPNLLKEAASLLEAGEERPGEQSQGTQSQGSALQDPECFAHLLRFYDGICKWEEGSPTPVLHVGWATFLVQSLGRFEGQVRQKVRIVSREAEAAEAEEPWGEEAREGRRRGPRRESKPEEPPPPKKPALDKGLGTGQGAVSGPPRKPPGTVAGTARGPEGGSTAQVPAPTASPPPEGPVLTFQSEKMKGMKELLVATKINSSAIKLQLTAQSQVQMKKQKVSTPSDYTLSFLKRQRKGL
RORg inh: qHTS for inhibitors of ROR gamma transcriptional activity. Drosophila S2 Gal4-RORgamma UAS-luciferase reporter, 20 h. Potency, µM (titrated, usually from 53.6 µM), for inactives: at the top dose activity change, negative = inhibition, most hits filed as inhibitors. actives 5.4% (n = 310,000); also: potency is read from the fitted curve at half-maximal effect; % is scaled to controls: 0 for no effect and ±100 for the full control effect; nearly all actives have a fitted effect of over 60% in size
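Drosophila Schneider cells stably carrying a metallothionein-driven Gal4 DBD–ROR gamma fusion and a UAS-Photinus luciferase reporter were exposed to compound for 1 hr, then induced with copper sulfate (700 uM final) for 20 hr at ambient temperature before luminescence reading.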
ELG1 genotoxic: qHTS screen for small molecules that induce genotoxicity in human embryonic kidney (HEK293T) cells expressing luciferase-tagged ELG1. HEK293T ELG1-luciferase reporter, luminescence, 16 h. actives 1.3% (n = 330,000). Potency, µM (series often up to 46 µM), for inactives: at the top dose activity change, positive = activation, usual class: activators. AID 504466, 2011; also: potency is read from the fitted curve at half-maximal effect; % of control where 0% means no effect; nearly all actives have a fitted effect of over 60% in size
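DMSO vehicle served as control against compound-treated ELG1-luciferase HEK293T cells; exposure lasted 16 hr at 37 °C and 5% CO2, followed by ONE-Glo luminescence detection after 30 min.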
Giardia killer: Small Molecules that selectively kill Giardia lamblia: qHTS; activity change, % at 7.66 µM, hits read low; actives 0.15% (n = 340,000); Giardia lamblia trophozoite viability; in the data active = activity change below about -80%; inconclusive = between about -30% and that limit;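 also: parasites exposed to compound for two days anaerobically before the ATP read; % is scaled to controls: 0 for no effect and ±100 for the full control effect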
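Viability, read as ATP luminescence: trophozoites at 100 cells/well, compound added, 48 hrs anaerobic at 37 deg C, then 15-30 min room-temperature development before reading.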
Rab9 promoter act: qHTS Assay for Rab9 Promoter Activators; actives 2.8% (n = 320,000); Huh7 Rab9 promoter-luciferase reporter, luminescence, 24 h; AID 485297, 2010; Potency, µM (series often up to 9.22 µM), without a hit: at the highest dose activation, negative = inhibition, usual class: activators; also: potency is read from the fitted curve at half-maximal effect; % of control where 0% means no effect; nearly all actives have a fitted effect of over 60% in size
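Huh7 cells stably carrying a Rab9 promoter-luciferase reporter, 1500 cells per well in OP-MEM I with 10% FBS, treated with compound 24 hours at 37C. Luciferase activity read by luminescence after 10 minutes with Amplite reagent.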
VP16 counter: VP16 counterscreen qHTS for inhibitors of ROR gamma transcriptional activity | Drosophila S2 Gal4-VP16 UAS-luciferase, luminescence, 20 h | Potency, µM (series often up to 53.6 µM), for the others: top-dose activity, negative = inhibition, hits mostly inhibitors | actives 3.5% (n = 310,000) | AID 2546, 2010;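 also: Gal4-VP16 expression switched on by copper sulfate through the metallothionein promoter; potency is read from the fitted curve at half-maximal effect; % is scaled to controls: 0 for no effect and ±100 for the full control effect; nearly all actives have a fitted effect of over 50% in size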
BRCA1 expr up: qHTS Assay to Identify Small Molecule Activators of BRCA1 Expression. MCF7-BRCA1-FFLuc reporter, luminescence, 48 h; response scale: scaled: vehicle 0%, 10 µM genistein 100%. actives 1.1% (n = 380,000). Potency, µM (top dose mostly 46.1 µM), inactives show at the highest dose activation, usual class: activators. AID 624202, 2012; also: potency is read from the fitted curve at half-maximal effect; nearly all actives have a fitted effect of over 80% in size; some results filed as inactive show a strong effect at the top dose
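MCF7-BRCA1-FFLuc cells, 2000/well in phenol-red-free MEM, attached 2 h then treated 48 h at 37 C. Luciferase luminescence read 15 min after reagent; normalized to genistein maximum activation (10microM) and DMSO, concentration-response fitted.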
NPC1 promoter act: qHTS Assay for NPC1 Promoter Activators. Huh7 NPC1 promoter luciferase reporter, 24 h. Potency, µM (titrated, usually from 9.22 µM), for inactives: at the top dose activation, actives largely listed as activators. actives 2.4% (n = 320,000);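 also: potency is read from the fitted curve at half-maximal effect; % of control where 0% means no effect; nearly all actives have a fitted effect of over 60% in size; reporter is driven by a mutant NPC1 promoter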
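Cells: Huh7 expressing luciferase under the NPC1 promoter, 1500/well. Seeded 2 h, compound added, incubated 24 h at 37 °C. Luciferase reagent, 10 min ambient, then luminescence.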
PKM2 act: qHTS Assay for Activators of Human Muscle isoform 2 Pyruvate Kinase. Pyruvate kinase PKM (Homo sapiens), P14618. purified PKM2, Kinase-Glo ATP luminescence, activation; response scale: 0% is enzyme alone, no compound. Potency, µM (titrated, usually from 57.5 µM), for inactives: at the highest dose activation, most hits filed as activators. actives 0.34% (n = 260,000); also: potency is read from the fitted curve at half-maximal effect; % is scaled to controls: 0 for no effect and ±100 for the full control effect; nearly all actives have a fitted effect of over 55% in size
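hPK-M2, >95% pure; 0.1 mM ADP / 0.5 mM PEP final; imidazole pH7.2 buffer w/ 7 mM MgCl2, 50 mM KCl; 1 h RT; Kinase-Glo lum. Intermediate enzyme activity for dual inhibitor/activator qHTS.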
Numbers without * were called inactive; ? = inconclusive; . = no result given; [ ] = another dose, or the depositor's remark. Unless noted, calls follow the shape of the dose curve; as a rule, active = well fitted curve in the direction sought with a large enough effect; inconclusive = small, poorly fitted or top-dose-only effect, or another doubt; inactive = no such curve, though single readings can be large; an effect the other way counts as inactive or inconclusive.

Sample of the layout:
Compound	FLuc modulator	p53 reactivation	Menin-MLL TR inh	RORg inh	ELG1 genotoxic	Giardia killer	Rab9 promoter act	VP16 counter	BRCA1 expr up	NPC1 promoter act	PKM2 act
O=S(=O)(NCCc1cn2ccccc2n1)c1ccc(F)c(C(F)(F)F)c1	2%	-4%	-5%	0%	1%	3	-4%	-11%	-8%	-3%	-4%
CCCn1ncc(CN2CCC(Oc3ccc(C(=O)N4CCCC4)cc3)CC2)c1C	0%	3%	-27%	-15%	4%	4	4%	3%	-2%	1%	-2%
CN1CCN(S(=O)(=O)c2cccc(C(=O)Oc3ccccc3Cl)c2)CC1	6%	-4%	.	8%	2%	-8	15%	-2%	0%	-4%	11%
CCNc1nc(NCC)nc(OCCNS(=O)(=O)c2ccccc2)n1	-2%	-2%	.	20%	-1%	3	2%	-11%	-5%	2%	2%
COc1ccc(C(=O)NCCN2CCOCC2)c(OC)c1OC	0%	0%	5%	-16%	4%	3	1%	2%	-1%	0%	-1%
CC(C)CCNC(=O)c1cccc(S(=O)(=O)N2CCc3ccccc32)c1	1%	-1%	2%	12%	-6%	-13	-5%	2%	-47%	0%	-1%
Cc1nc(-c2ccc(Cl)cc2)sc1C1(C)CC(c2c(Cl)cccc2Cl)=NO1 (stereo not drawn)	-1%	4%	.	0%	0%	-27	-3%	1%	5%	0%	11%

Results, previewed entries included:
Compound	FLuc modulator	p53 reactivation	Menin-MLL TR inh	RORg inh	ELG1 genotoxic	Giardia killer	Rab9 promoter act	VP16 counter	BRCA1 expr up	NPC1 promoter act	PKM2 act
O=S(=O)(NCCc1cn2ccccc2n1)c1ccc(F)c(C(F)(F)F)c1	2%	-4%	-5%	0%	1%	3	-4%	-11%	-8%	-3%	-4%
CCCn1ncc(CN2CCC(Oc3ccc(C(=O)N4CCCC4)cc3)CC2)c1C	0%	3%	-27%	-15%	4%	4	4%	3%	-2%	1%	-2%
CN1CCN(S(=O)(=O)c2cccc(C(=O)Oc3ccccc3Cl)c2)CC1	6%	-4%	.	8%	2%	-8	15%	-2%	0%	-4%	11%
CCNc1nc(NCC)nc(OCCNS(=O)(=O)c2ccccc2)n1	-2%	-2%	.	20%	-1%	3	2%	-11%	-5%	2%	2%
COc1ccc(C(=O)NCCN2CCOCC2)c(OC)c1OC	0%	0%	5%	-16%	4%	3	1%	2%	-1%	0%	-1%
CC(C)CCNC(=O)c1cccc(S(=O)(=O)N2CCc3ccccc32)c1	1%	-1%	2%	12%	-6%	-13	-5%	2%	-47%	0%	-1%
Cc1nc(-c2ccc(Cl)cc2)sc1C1(C)CC(c2c(Cl)cccc2Cl)=NO1 (stereo not drawn)	-1%	4%	.	0%	0%	-27	-3%	1%	5%	0%	11%
COCCn1c(N)c(C(=O)NCc2cccs2)c2nc3ccccc3nc21	4%	-1%	21%	8%	-4%	-27	3%	-16%	-28%	-1%	2%

Compound	FLuc modulator	p53 reactivation	Menin-MLL TR inh	RORg inh	ELG1 genotoxic	Giardia killer	Rab9 promoter act	VP16 counter	BRCA1 expr up	NPC1 promoter act	PKM2 act
CS(=O)(=O)N(CC(=O)NC1CCCCCC1)Cc1ccc(Cl)cc1	2%	-5%	3%	-13%	1%	0	3%	5%	1%	-3%	-1%
CC(=O)Oc1ccc(N2C(=O)C3C4C=CC(O4)C3C2=O)cc1 (stereo not drawn)	4%	5%	-5%	?	1%	3	4%	?	19%	2%	28%
CN(Cc1nc2ccccc2n1C)C(=O)c1cccs1	7%	-2%	-14%	-33%	0%	-3	-6%	-8%[0.365 µM]	-1%	2%	4%
c1ccc(COn2c(-c3ccccc3)nc3c2CCc2nonc2-3)cc1	1%	3%	-8%	13%	-6%	2	4%	-3%	-15%	-1%	-3%
CC12CN3CC(C)(CN(C1)C3c1ccc(Br)cc1)C2 (stereo not drawn)	-1%	3%	-12%	-2%	0%	-19	-6%	-1%	9%	-1%	-1%
CC(=O)c1c(C)[nH]c(C(=O)OC(C)C(=O)Nc2ccc(C)c(S(=O)(=O)N3CCOCC3)c2)c1C (stereo not drawn)	-1%	-18%	.	.	-2%	6	-1%	.	-26%	-3%	.
Cc1ccc(NC(=O)CSc2nnc(-c3ccncc3)s2)cc1	1%	0%	?	-6%	5%	13	-7%	-2%	7%	2%	5%
CC(=O)OCC(=O)[C@@]1(O)CC[C@H]2[C@@H]3C[C@H](C)C4=CC(=O)C=C[C@]4(C)[C@H]3[C@@H](O)C[C@@]21C	3%	9%	1%	-1%	6%	5	0%	-2%	-18%	2%	5%

Compound	FLuc modulator	p53 reactivation	Menin-MLL TR inh	RORg inh	ELG1 genotoxic	Giardia killer	Rab9 promoter act	VP16 counter	BRCA1 expr up	NPC1 promoter act	PKM2 act
O=c1c(Cc2ccc(Cl)cc2)c(O)ccn1Cc1ccccc1	3%	-9%	-12%	32%	-4%	-20	1%	-17%	-3%	-2%	6%
CCc1nc(Nc2ccc(N3CCN(C(C)=O)CC3)cc2)c2oc3ccccc3c2n1	?	-7%	?	-23%	-31%[inhibitor]	24	-3%	-17%	-62%	5%	-5%
Cc1noc(COc2ccccc2OCC(O)CNC(C)(C)C)n1 (stereo not drawn)	-1%	0%	-6%	1%	-5%	8	4%	13%	-16%	1%	-6%
O=C(Nc1ccc(CN2CCOCC2)cc1)c1ccc(Cl)cc1Cl	?	.	9%	-13%	12%	6	0%	2%	39%	15%	-1%
COc1ccc(C(=O)Nc2cc(C)on2)cc1OC	-6%	-3%	6%	4%	16%	-6	2%	5%	-7%	-3%	2%
Cc1cccc(N(CC(=O)NCCSCc2ccccc2)S(C)(=O)=O)c1C	-3%	0%	-7%	24%	-9%	1	1%	-3%	-7%	-5%	3%
c1ccc2c(c1)CCCC2NC1=NCCC1 (stereo not drawn)	7%	-1%	17%	2%	1%	-9	1%	-7%	-2%	0%	9%
CN(CC(O)COc1ccc2ccccc2c1)C1CCCCC1 (stereo not drawn)	0%	1%	-2%	-13%	-7%	1	1%	-9%	-17%	0%	-1%[11.5 µM]

Compound	FLuc modulator	p53 reactivation	Menin-MLL TR inh	RORg inh	ELG1 genotoxic	Giardia killer	Rab9 promoter act	VP16 counter	BRCA1 expr up	NPC1 promoter act	PKM2 act
CN(CCOc1ccccc1)C(=O)c1cc(COc2c(F)cccc2F)on1	-14%	23%	2%	8%	1%	-23	3%	-2%	0%	-1%	-3%
CCc1c(C(=O)Nc2ccccc2)c(C)[nH]c(=S)c1C#N	-4%	2%	-5%	-31%	0%	1	2%	2%	-1%	0%	-17%
CC(=O)c1cccc(NC(=O)N2CCCC2C(=O)Nc2cc(C)ccc2C)c1 (stereo not drawn)	0%	-4%	-7%	23%	1%	15	11%	1%	-27%	1%	-1%
CCOc1ccc(/C=N/NC(=O)c2ccccc2NC(=O)c2ccc(OC)cc2)cc1	0.38µM*	?	-10%	7.1µM*	14%	-26	?	7.1µM*	21%	?	4%
CCOc1ccccc1Oc1c(C)oc2cc(OC(=O)c3ccco3)ccc2c1=O	0%	3%	-4%	1%	0%	12	-4%	2%	-4%	1%	3%
Cc1ccccc1-c1noc(-c2ccccc2F)n1	1.9µM*	?	-4%	29%	6.5µM*	2	2.2µM*	-1%	54%	2.5µM*	-12%
Cc1cc(O)c(/C=N/c2ccccn2)c(=O)o1	-1%	16%	?	-5%[0.365 µM]	-6%	-7	-5%	.	0%	-1%	0%
O=C(CSc1c2c(nc3cc(Cl)ccc13)CCCC2)NCCN1CCOCC1	-3%	8%	7%	4%	6%	-11	-1%	6%	-17%	6%	3%
O=C(NNC(=O)c1ccccc1[N+](=O)[O-])c1csc(N2CCOCC2)n1	?	2%	.	.	1%	16	-5%	.	2%	-5%	.

This is a subset; the hit share may differ from the screen's.
